Source: PubChem BioAssay (several laboratories)
CHRM4 agonist – agonists of human muscarinic M4 receptor (CHRM4); activation, % at 3 µM; actives 0.14% (n = 360,000); CHO-K1 hM4/Gqi5, Fluo-8 calcium fluorescence; vehicle 0%, full acetylcholine response 100%; AID 624127;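 active = activation above the run mean over all test wells plus 3 SD, cut at about 32% in these data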;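 note: peak over basal fluorescence ratio per well then scaled between controls; 0% = DMSO wells and 100% = acetylcholine at EC100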
Target sequence (P08173 whole entry, looked up): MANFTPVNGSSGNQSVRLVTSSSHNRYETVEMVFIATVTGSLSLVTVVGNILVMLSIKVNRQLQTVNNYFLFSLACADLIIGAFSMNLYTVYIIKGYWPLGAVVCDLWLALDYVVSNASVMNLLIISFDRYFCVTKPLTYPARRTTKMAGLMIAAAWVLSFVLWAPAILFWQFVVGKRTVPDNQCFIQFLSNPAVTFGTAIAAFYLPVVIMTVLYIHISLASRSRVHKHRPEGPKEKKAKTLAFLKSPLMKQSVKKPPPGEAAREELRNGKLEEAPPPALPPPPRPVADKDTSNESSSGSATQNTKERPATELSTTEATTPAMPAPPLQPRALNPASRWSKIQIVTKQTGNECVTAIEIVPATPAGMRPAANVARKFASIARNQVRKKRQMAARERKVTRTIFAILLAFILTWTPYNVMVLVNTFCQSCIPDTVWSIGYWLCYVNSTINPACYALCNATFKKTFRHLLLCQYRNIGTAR
CRFR2-BP ag – agonists of human CRF-binding protein/CRF-R2 receptor complex | AID 588473 | actives 0.46% (n = 350,000) | activation, % at 13.2 µM | HEK293 CRF-R2/CRF-BP, calcium dye fluorescence (FLIPR); percent of saturating CRF peptide response;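 active = activation of at least 50%, plus an integration ratio under a set limit after plate pattern correction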;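 note: plate controls were neutral control wells without compound for no effect and CRF at EC100 for full effect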
M5 ag – agonists of human muscarinic M5 receptor (CHRM5) | activation, % at 3 µM | CHO-K1 hM5 cells, Fluo-8 calcium fluorescence; 0% DMSO wells, 100% maximal acetylcholine response | actives 0.19% (n = 360,000) | P08912 | AID 624037;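 active = activation above the run's mean over test compounds plus 3 SD, cut at about 23% in these data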;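 note: signal is peak over basal fluorescence ratio across the kinetic read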
CRFBP-R2 block – CRF-BP/CRF-R2 complex antagonism; HEK293 CRF-R2/CRF-BP, CRF-induced calcium fluorescence; inhibition, % at 11.8 µM; actives 0.59% (n = 350,000);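 active = inhibition of the ligand-induced calcium signal above about 50% at the single tested concentration, limit read from the data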
M1 PAM – potentiates human M1 receptor response to acetylcholine. activation, % at 3 µM. CHO-K1 hM1, Fluo-8 calcium fluorescence, ACh EC20; 0% = ACh EC20, 100% = maximal ACh. P11229. actives 0.088% (n = 360,000); in the data active = activation above about 19%, passing the limit was not always enough
Target sequence (P11229 whole entry, looked up): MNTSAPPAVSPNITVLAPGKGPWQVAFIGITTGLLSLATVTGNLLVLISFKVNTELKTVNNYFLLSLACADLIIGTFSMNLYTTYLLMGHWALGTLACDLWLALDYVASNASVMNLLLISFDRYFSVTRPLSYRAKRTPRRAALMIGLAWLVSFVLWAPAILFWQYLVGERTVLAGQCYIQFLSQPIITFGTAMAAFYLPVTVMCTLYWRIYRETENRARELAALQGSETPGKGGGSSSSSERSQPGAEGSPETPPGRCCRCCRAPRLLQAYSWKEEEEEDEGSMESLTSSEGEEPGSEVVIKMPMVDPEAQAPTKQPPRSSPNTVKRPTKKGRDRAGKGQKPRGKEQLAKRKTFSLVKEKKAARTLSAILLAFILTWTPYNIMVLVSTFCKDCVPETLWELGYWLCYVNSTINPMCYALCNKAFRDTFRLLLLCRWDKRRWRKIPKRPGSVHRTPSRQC
M4 PAM – potentiates acetylcholine response at human M4 receptor | CHO-K1 hM4/Gqi5, Fluo-8 calcium fluorescence, ACh EC20; 0% = ACh EC20, 100% = maximal ACh | activation, % at 3 µM | actives 0.4% (n = 360,000);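 active = activation above its plate's cutoff, the mean activation of sample wells plus 3 SD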; note: some results filed as inactive read as strong as hits
M4 antag – blocks acetylcholine activation of human M4 receptor. inhibition, % at 3 µM. P08173. CHO-hM4 cells, ACh EC80, Fluo-8 calcium fluorescence. actives 0.73% (n = 360,000). AID 624125;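 active = inhibition above its plate's cutoff, the mean inhibition of sample wells plus 3 SD, cut at about 27% in these data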;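 note: 0% = acetylcholine EC80 with DMSO and 100% = DMSO without agonist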
CHRM5 PAM – CHRM5 positive allosteric modulation. P08912. AID 624038. CHO-K1 hM5, Fluo-8 calcium, ACh EC20 PAM; 0% = ACh EC20, 100% = ACh EC100. actives 0.3% (n = 360,000). activation, % at 3 µM;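 active = activation above the run cutoff, the mean activation of all test compounds plus 3 SD, cut at about 18% in these data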
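Measured by: Fluo-8 calcium fluorescence; material: human M5 receptor in CHO-K1 cells; schedule: Post-acetylcholine fluorescence recording 140 s; benchmarks: low control EC20 acetylcholine (0%), high control EC100 acetylcholine (100%); read-out: Max/basal fluorescence ratio as % of EC20–EC100 ACh window; compound: single dose, 3 µM nominal final test concentration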
CHRM5 antagonist – antagonists of human muscarinic M5 receptor (CHRM5). CHO-hM5 cells, Fluo-8 calcium fluorescence, ACh EC80. inhibition, % at 3 µM. actives 0.59% (n = 360,000);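 active = inhibition above a per-plate cutoff, the mean of that plate's test compounds plus 3 SD, cut at about 27% in these data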;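 note: 0% = acetylcholine EC80 with DMSO and 100% = DMSO without agonist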
* hit, by the source's call; . = no result given. This is a random part of the collection; overall some 2.6% were active at least once.

CHRM4 agonist,CRFR2-BP ag,M5 ag,CRFBP-R2 block,M1 PAM,M4 PAM,M4 antag,CHRM5 PAM,CHRM5 antagonist,Molecule
5,3.6,1,-2,12,-3,1,-5,11,CNC(=O)c1ccc(CN(C)C(=O)c2cc(C3CC3)nc3c2cnn3C(C)C)cc1
0,.,1,.,8,4,-9,-5,7,COc1cccc(S(=O)(=O)N(C)C[C@H]2OCc3cn(nn3)CCCC(=O)N([C@@H](C)CO)C[C@@H]2C)c1
1,-0.9,3,1,10,14,0,-5,5,COc1ccc(OCC(=O)NNC(=O)C(=O)Nc2ccccc2)cc1
0,0.8,-9,20,-16,-8,2,-2,5,CC(=O)c1c(NCCc2ccccc2)nc(=S)n(-c2ccccc2)c1C
0,-0.7,-3,27,8,-10,12,-3,18,COCCn1c(SCC(=O)NC2CCCCC2)nnc1-c1ccco1
25,1.8,1,23,-13,-11,4,-17,11,Cc1csc(CN(C)C(=O)CC2C(=O)NCCN2Cc2ccc(-c3ccccc3)cc2)n1 (stereo not given)
1,-1.8,-4,-9,-7,-11,4,-7,19,CCOc1ccccc1N(C)C(=O)c1ccc2c(=O)n3c(nc2c1)CCCCC3
1,.,2,.,6,-4,-2,-4,4,Cn1nc(C(C)(C)C)cc1C(=O)N1CCCCC1c1cc(C(=O)NCc2cccnc2)no1 (stereo not given)
8,-0.2,7,11,-11,-7,12,-17,3,COc1cc(C(=O)OCC(=O)c2cc(C)n(CC3CCCO3)c2C)cc(OC)c1C (stereo not given)
1,1.8,-4,2,9,1,4,-2,10,O=C(NC1CCC(O)CC1)c1cccnc1Sc1ccccc1Cl (stereo not given)
1,-1.6,1,9,5,-1,2,-1,-4,Cc1ccccc1C(=O)NCc1nnc(SCC(=O)N2CCN(c3ccccc3)CC2)n1C
0,2.3,-2,-9,8,14,3,3,-2,COCCCNC(=O)c1cc(C)nn1-c1ccccc1
0,0.0,0,13,5,-7,5,-8,3,CCOc1ccc(C2C(C(=O)OC)=CN(CCOC)C=C2C(=O)OC)cc1
1,-1.1,-7,6,4,-1,15,5,-24,Cn1ccnc1SCc1cccc([N+](=O)[O-])c1
0,-0.2,-2,-23,-3,2,2,1,2,C/C(=N/NC(=S)Nc1ccccc1)c1ccc2c(c1)OCO2
1,-0.6,-5,8,1,0,-9,-10,0,CCc1ccc(/C=N/NC(=O)c2cc(-c3ccccc3OC)nc3ccccc23)s1
4,-1.7,-1,42,-3,0,7,-4,1,COc1ccc(NS(=O)(=O)c2ccc(OC)c(OC)c2)cc1OC
25,-0.3,18,3,-7,13,-13,2,-5,COc1cc(CNn2c(C)n[nH]c2=S)cc(Cl)c1OCc1ccccc1
5,0.4,1,-4,-1,-9,-8,-5,9,COc1ccc(-c2ncc(CN3CCC(CO)(Cc4cccc(OC)c4)CC3)cn2)cc1
2,0.9,1,23,4,-4,8,-2,4,O=C(Cc1cccs1)Nc1ccccc1

Continued, starting with the last two of the part before.
CHRM4 agonist,CRFR2-BP ag,M5 ag,CRFBP-R2 block,M1 PAM,M4 PAM,M4 antag,CHRM5 PAM,CHRM5 antagonist,Molecule
5,0.4,1,-4,-1,-9,-8,-5,9,COc1ccc(-c2ncc(CN3CCC(CO)(Cc4cccc(OC)c4)CC3)cn2)cc1
2,0.9,1,23,4,-4,8,-2,4,O=C(Cc1cccs1)Nc1ccccc1
1,-0.9,-2,-7,3,4,-8,-3,5,CCC(=O)Nc1ccc(-c2cc(-c3ccccc3)nc(-c3ccc(NC(=O)CC)cc3)n2)cc1
0,-1.1,-1,-8,4,-2,3,2,0,COc1ccc(C2CC(=O)n3c(nc4ccccc43)S2)cc1OC (stereo not given)
3,.,1,.,5,3,-17,-5,9,COc1cccc(-c2cnc(C(O)c3ccc(F)c(C)c3)[nH]2)c1 (stereo not given)
1,1.1,0,-10,1,-1,1,-4,10,C[C@]12c3[nH]c4ccccc4c3CCN1C(=O)C(CC(=O)NCc1cccc(C(F)(F)F)c1)C[C@@H]2C(=O)N1CCOCC1 (stereo not given in full)
0,4.3,1,7,-1,2,-1,11,-7,C[n+]1ccc(C(=O)N/N=C/c2ccco2)cc1
1,0.0,4,13,7,8,-4,7,9,COc1cccc(CNCc2cccc(OC)c2O)c1O
0,-2.7,-4,-3,-1,21,-3,11,0,O=C(c1cccnc1)N1C2C=CC(C2)C1(C(F)(F)F)C(F)(F)F (stereo not given)
-1,-0.4,-2,-61,5,-3,-1,0,2,CCc1nc(C)ccc1OC(=O)C12CC3CC(CC(C3)C1)C2
1,1.8,1,4,0,-5,4,-4,10,CC(NC(=O)COC(=O)CCc1nc2ccccc2c(=O)[nH]1)c1ccccc1 (stereo not given)
-2,-2.9,-2,9,-2,3,8,-2,-5,O=C(CSc1nc2ccccc2n1-c1ccccc1)Nc1ncc(Cl)cc1Cl
0,0.3,-7,-1,6,2,-6,8,-1,C/C=C(/C)C(=O)O[C@@H]1Cc2c(ccc3ccc(=O)oc23)OC1(C)C
1,.,0,.,7,6,-3,0,-2,CC(=Cc1ccccc1)C=C1SC(=S)N(CCCC(=O)Nc2ccc(C(=O)O)cc2)C1=O
-1,-2.0,3,2,12,8,3,6,10,CCCCN1C(=O)C(=O)N(CC(=O)Nc2cccc(C(C)=O)c2)C1=O
2,3.1,-7,-1,4,0,1,17,-18,Cc1ccc(C)c(N2CCN(S(=O)(=O)c3c(C)noc3C)CC2)c1
2,0.2,0,-2,0,-12,2,2,0,Cc1cc(C)c(C)c(S(=O)(=O)N2CCC(C(=O)OCC(=O)N3c4ccccc4NC(=O)C3(C)C)CC2)c1C
0,-1.0,0,9,-8,-26,17,-10,4,Cc1ccc(N=C(NOCc2ccc(Cl)cc2Cl)c2nonc2N)c(C)c1
1,-0.7,-1,21,3,0,1,4,4,COc1ccc(C(=O)NCC(=O)N/N=C/c2cccc(OC(=O)c3ccco3)c2)cc1OC
2,-1.6,-2,-4,4,12,-4,-3,7,CC(=O)N/N=c1\sc2ccccc2n1C
17,0.9,5,1,-5,-2,-9,-14,4,O=C(NCCc1ccccc1)C(=O)NCC1OCCN1S(=O)(=O)c1cc(F)ccc1F (stereo not given)
0,0.6,-6,7,4,3,8,9,-2,CCCCc1c(C(=O)O)cc(OC)cc1C(=O)O
-1,-0.2,-6,8,-1,5,-8,-1,3,Cc1oc2cc(Br)c(O)c(Br)c2c1C(=O)c1ccccc1
0,-0.8,-1,3,7,-2,12,0,8,CCOC(=O)N1CCN(C(=O)c2cc3ccc(OC)cc3[nH]2)CC1
0,-2.0,-2,4,7,-2,1,-2,-3,O=C(CSc1nnc(SCc2ccccc2Cl)s1)N/N=C/c1c[nH]c2ccccc12
0,0.0,-7,5,7,0,0,-6,2,CCOc1ccccc1N(CC(=O)Nc1cccnc1)S(C)(=O)=O
7,.,-4,.,.,-8,8,-4,2,CCOC(=O)[C@]12CCCC=C1N(CCC1=CCCCC1)C(=O)[C@H](CC(=O)NCc1cccc(C(F)(F)F)c1)C2
0,-0.5,0,4,0,8,-10,1,6,O=C1c2ccc(Cl)cc2S(=O)(=O)c2cccc(C(=O)N3CCC(Cc4ccccc4)CC3)c21
2,-0.9,1,-8,5,7,2,2,4,O=C(CSc1nnnn1C1CCCCC1)NNC(=O)c1ccco1
0,-2.8,-1,-1,7,5,10,8,5,COC(=O)[C@@H]1C[C@@]2(O)[C@H](O)[C@H](O)[C@H](O)C[C@H]2N1C/C=C/c1ccccc1
5,0.3,-3,11,0,-8,0,3,0,CC(C(=O)N(C)Cc1cccc(F)c1)N1CCN(S(=O)(=O)c2ccc3c(c2)OCCCO3)CC1 (stereo not given)
1,0.5,4,1,11,-2,-3,1,6,COCC(=O)N(Cc1cc2ccc(C)cc2[nH]c1=O)c1ccccc1C

Part of the list above in order of molecular weight, high to low.
CHRM4 agonist,CRFR2-BP ag,M5 ag,CRFBP-R2 block,M1 PAM,M4 PAM,M4 antag,CHRM5 PAM,CHRM5 antagonist,Molecule
5,0.3,-3,11,0,-8,0,3,0,CC(C(=O)N(C)Cc1cccc(F)c1)N1CCN(S(=O)(=O)c2ccc3c(c2)OCCCO3)CC1 (stereo not given)
0,-0.5,0,4,0,8,-10,1,6,O=C1c2ccc(Cl)cc2S(=O)(=O)c2cccc(C(=O)N3CCC(Cc4ccccc4)CC3)c21
0,-2.8,-1,-1,7,5,10,8,5,COC(=O)[C@@H]1C[C@@]2(O)[C@H](O)[C@H](O)[C@H](O)C[C@H]2N1C/C=C/c1ccccc1

Next part.
CHRM4 agonist,CRFR2-BP ag,M5 ag,CRFBP-R2 block,M1 PAM,M4 PAM,M4 antag,CHRM5 PAM,CHRM5 antagonist,Molecule
2,-1.0,0,25,8,0,0,-2,7,O=C(Nc1ccc2c(c1)OCCO2)c1ccc(Br)cc1
1,-0.3,-4,-7,7,-10,6,-4,0,O=C(CSc1nn(-c2ccc(Cl)cc2)c(=S)s1)NCC1CCCO1 (stereo not given)
1,.,0,.,8,6,3,4,5,CCOc1ccc(-c2cc(C(=O)NCc3cc(C(F)(F)F)cc(C(F)(F)F)c3)[nH]n2)c(C)c1
4,1.2,5,-7,-2,-11,15,-5,9,O=C(Nc1cccc(-c2cn3c(n2)SCC3)c1)c1ccc2c(c1)OCO2
4,1.1,1,14,2,-8,8,-7,9,COc1ccc(NC(=O)CCc2nc(-c3ccccc3F)no2)cc1
1,-2.8,-5,-5,1,-2,-1,-5,18,O=C1Nc2ccccc2SC1c1ccccc1 (stereo not given)
-1,-1.4,-5,-18,10,2,3,2,-2,O=C(NCCCn1ccnc1)c1sc2cccc(F)c2c1Cl
1,0.4,-2,-22,2,1,3,0,-1,COc1ccc(N(C(=O)CCl)C(C(=O)NCCc2ccccc2)c2cccs2)cc1 (stereo not given)
3,-0.9,-7,6,2,26*,-4,-7,8,Cc1cc(C)c(C#N)c(SCC(=O)c2ccccc2)n1
0,0.5,-12,3,-9,-8,11,-7,12,CN1CCN(CC(=O)Nc2c(C#N)cnn2-c2ccccc2)CC1
1,-0.7,-1,19,21,-5,-4,0,0,CC(=O)NC1CC2CCCC(C1)N2C(=O)Nc1ccccc1C (stereo not given)
6,-0.7,-2,4,0,-6,-11,-5,4,CCCN(CC(=O)Nc1ccccc1C)C(=O)c1oc2ccc(OCC)cc2c1C
3,-0.7,0,3,4,12,-11,6,-1,Cc1ccccc1-n1nc(C)c2c(C(=O)NN)cc(-c3ccncc3)nc21
2,1.5,0,-6,5,21,27*,-2,3,CCOc1ccc(NC(=O)c2cccc(-n3cnnn3)c2)cc1
2,-0.9,0,3,20,1,-4,-2,1,CCc1cccc(N(CC(=O)NC2CCCCC2)C(=O)c2csnn2)c1
0,2.9,1,-6,3,9,-4,-2,-6,CCOC(=O)c1c(NC(=O)Cn2nnc3ccccc32)sc2c1CCC(C)C2 (stereo not given)
1,1.5,1,9,5,17,3,3,-5,Cc1ccc(S(=O)(=O)c2cc(C#N)c(=O)[nH]c2N)cc1
2,-0.3,-2,3,5,3,1,-7,22,O=C(CSc1nnc(NC(=O)c2c(F)cccc2Cl)s1)Nc1ccccc1F
4,1.1,3,-12,13,20*,-6,-1,4,COc1ccc(C)cc1S(=O)(=O)N1CCC(C(=O)NC2CCCC2)CC1
1,-5.3,-2,26,2,-1,-4,-8,5,C=CCn1c(SCC(N)=O)nc2scc(-c3ccc(C)o3)c2c1=O
-1,0.4,-7,-23,-7,-4,1,-6,0,FC(F)(F)c1cc(-c2cccs2)nc(NCc2ccco2)n1
0,8.3,-2,19,11,-6,7,1,-2,O=C(C1CC1)N1CCc2cc(S(=O)(=O)N3CCN(c4ccccc4)CC3)ccc21
4,-1.7,-6,33,7,-2,10,-4,-1,CCOC(=O)c1c(C)[nH]c(C(=O)OCc2c(C)noc2C)c1C
